Screens from PubChem.
MITF act: activators of MITF-driven TRPM1 promoter activity in SK-MEL-5 cells; SK-MEL-5 TRPM1-promoter luciferase, 24 h; % of positive control, neutral wells = 0; activation, % at 12.5 µM; AID 588334; 300,000 compounds, 0.75% hits;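 active means mean activation of at least 80% with every replicate also reaching 80%; inconclusive means mean reaches 80% but some replicate falls short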;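 further: 0% = neutral control wells and 100% = parthenolide positive control wells; values of inactives mirror those of a sister screen read the other way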
Ecoli viability: counter-screen for AddAB inhibitors: E. coli growth inhibition | E. coli V3065 growth, OD600 absorbance, 18 h | inhibition, % at 11.9 µM | 330,000 compounds, 0.27% hits;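 active means inhibition above the campaign's mean inhibition across all tested compounds plus 3 SD, cut at about 9.9% in these data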;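 further: uninfected addAB+ strain grown without phage in ampicillin broth; 0% = DMSO wells and 100% = ciprofloxacin 0.95 µg/ml wells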
phage Ecoli inh: E. coli growth loss with phage present; growth absorbance; inhibition, % at 11.9 µM; 360,000 compounds, 0.26% hits; AID 651602; in the data active means inhibition above about 11%
AddAB inh: less growth of phage-infected E. coli with AddAB. E. coli expressing H. pylori AddAB, absorbance growth. inhibition, % at 11.9 µM. AID 435030. 330,000 compounds, 0.29% hits; in the data active means inhibition above about 12%;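 further: 0% = vehicle wells of infected cells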
SR-BI uptake up: activators of SR-BI mediated HDL lipid uptake | CHO ldlA[mSR-BI] cells, DiI-HDL uptake fluorescence, 3 h; 100 = double the neutral-control signal | activation, % at 12.5 µM | 320,000 compounds, 0.096% hits | AID 504775;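 active means mean replicate activation of at least 60% and every replicate at or above 60%; inconclusive means mean or all-replicate condition met, but not both; inactive means mean below 60% and not all replicates reaching 60%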;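 further: 0% = median plate neutral-control signal and 100% = twice that signal; values of inactives mirror those of a sister screen read the other way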
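material = CHO ldlA[mSR-BI] cells | medium = Ham's F12 with 0.5% BSA, HEPES 25 mM, pH 7.4 | reagent = fluorescent DiI-HDL, 10 µg/mL final | compound dosing = single-point compound dose | incubation = 3 h, 37 °C | measured by = bottom-read fluorescence, 550/595 nm | measure = HDL uptake via cellular fluorescence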
Wnt bcat act: Wnt/beta-catenin pathway activation. Wnt/beta-catenin reporter cell assay, activator, plate reader. activation, % at 9.35 µM. 300,000 compounds, 1.2% hits; in the data active means activation above about 30%, passing the limit was not always enough; inconclusive means no clear call, values can overlap the other calls;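 further: 0% = neutral control wells and 100% = positive control wells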
Tat export inh: E. coli Tat transport inhibition. E. coli MC4100 TorA-mCherry Tat export, fluorescence. inhibition, % at 10 µM. 340,000 compounds, 0.036% hits. AID 488895;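 active means mean replicate inhibition at least 50% and at least half of replicates individually reaching 50%; inconclusive means only one of the two criteria met; inactive means neither criterion met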;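 further: exported cargo escapes ClpAP degradation while cytoplasmic cargo is degraded and loses fluorescence; 0% = median of neutral control wells and 100% = median of NaSCN control wells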
CAL PDZ FP-1: human CAL PDZ-peptide interaction inhibition; Q9HD26; purified CAL PDZ, TMR-peptide fluorescence polarization, 1 h; AID 504414; 330,000 compounds, 0.02% hits; inhibition, % at 20 µM;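 active means highest replicate inhibition of at least 40%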;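 further: plate controls were DMSO neutral control wells for no effect and unlabeled competitor peptide control wells for full effect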
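Assay system – tagged CAL PDZ protein CerCALP, purified · Timing – 1 h at RT · Compound – single point, 20 µM · Measured by – fluorescence polarization from S- and P-plane intensities, G-factor corrected · Evaluation – inhibition from polarization loss · Probe or stimulus – TMR reporter peptide T*-PRC34 · Buffer or medium – pH 7.4 phosphate-saline buffer, reducing agent, detergent, IgG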
SR-BI DiI inh: mouse SR-BI HDL lipid transfer inhibition | Q61009 | ldlA[mSR-BI] CHO cells, DiI-HDL uptake fluorescence, 3 h | inhibition, % at 12.5 µM | 320,000 compounds, 0.96% hits | AID 488896;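 active means mean replicate inhibition of at least 70% and a set share of replicates each scoring 70 or more; inconclusive means meets just one of the two criteria; inactive means fails both criteria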;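 further: 0% = median of neutral control wells and 100% = median of positive control wells; values of inactives mirror those of a sister screen read the other way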
Target sequence (Q61009 whole entry, looked up): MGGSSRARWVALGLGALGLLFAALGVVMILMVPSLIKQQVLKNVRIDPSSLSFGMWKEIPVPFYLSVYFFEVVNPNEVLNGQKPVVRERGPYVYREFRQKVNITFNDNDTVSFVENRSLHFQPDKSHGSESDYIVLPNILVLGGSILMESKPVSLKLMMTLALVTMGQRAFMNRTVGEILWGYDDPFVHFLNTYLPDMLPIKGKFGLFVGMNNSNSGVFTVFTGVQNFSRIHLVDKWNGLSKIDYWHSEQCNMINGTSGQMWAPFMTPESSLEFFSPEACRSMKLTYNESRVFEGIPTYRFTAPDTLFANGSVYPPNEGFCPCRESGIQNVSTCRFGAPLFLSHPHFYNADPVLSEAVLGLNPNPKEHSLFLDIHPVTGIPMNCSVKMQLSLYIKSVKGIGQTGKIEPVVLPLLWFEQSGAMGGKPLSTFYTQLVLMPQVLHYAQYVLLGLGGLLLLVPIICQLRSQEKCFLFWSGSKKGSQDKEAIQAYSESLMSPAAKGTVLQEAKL
CAL PDZ FP-2: inhibitors of human CAL PDZ peptide binding. purified CAL PDZ, TMR-peptide fluorescence polarization, 1 h. Q9HD26. 300,000 compounds, 0.92% hits. AID 602252. inhibition, % at 24.9 µM;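 active means mean inhibition of at least 30% with at least half of replicates also reaching 30%; inconclusive means no clear call, values can overlap the other calls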;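 further: 0% = DMSO neutral control and 100% = excess unlabeled competitor peptide PRC23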
* = called active by the depositor; u = inconclusive; x = no result given.

SMILES	MITF act	Ecoli viability	phage Ecoli inh	AddAB inh	SR-BI uptake up	Wnt bcat act	Tat export inh	CAL PDZ FP-1	SR-BI DiI inh	CAL PDZ FP-2
Cc1cc(NS(=O)(=O)c2ccc(NC(=O)C(C)N3C(=O)c4ccccc4C3=O)cc2)nc(C)n1 (centres undefined)	x	0.5	-0.6	3.9	25	-5	-9	-1.5	-25	0
O=C(C(=O)N1CCc2ccccc2C1)c1cn(CC(=O)N2CCCCC2)c2ccccc12	-16	1.5	2.3	6.0	-3	-3	4	-0.8	3	1
CCCCNS(=O)(=O)c1ccc(S(=O)(=O)NCc2ccncc2)cc1	-20	0.2	1.5	0.9	7	-2	-2	-1.9	-7	-1
COc1cccc(NC(=O)c2ccc(NC(=O)C3CC(=O)OC34CCCCC4)cc2)c1 (centres undefined)	-8	-2.2	3.6	0.9	-64	-3	7	-1.0	64	-3
Cn1c(N)c(C(=O)COC(=O)c2ccc([N+](=O)[O-])o2)c(=O)n(C)c1=O	-18	3.9	-0.5	4.0	32	0	11	0.1	-32	-5
COc1ccc(CN2CC(=O)N(c3cc(Cl)ccc3C)C2=S)cc1OC	5	-2.5	-0.6	-2.9	15	0	1	1.7	-15	1
Cn1c(=O)c2c(nc(NC3CCCCC3)n2CC(=O)C23CC4CC(CC(C4)C2)C3)n(C)c1=O	-18	0.0	0.8	3.1	-45	x	-4	-4.1	45	-2
Cc1cccc(OCCC(=O)NCC(=O)Nc2cccc(C)c2C)c1	-7	-1.0	2.9	1.4	-41	3	-7	0.3	41	-4
O=C(Cc1ccccc1F)N1CCN(S(=O)(=O)c2ccc(Cl)cc2)CC1	10	-0.9	2.9	2.0	8	-3	-11	-0.9	-8	-1
CCC(C)(C)NC(=O)C(c1ccccc1)N(Cc1cccnc1)C(=O)c1csnn1 (centres undefined)	-4	-0.3	-0.8	-1.5	13	1	0	0.4	-13	-2
COc1cc2c3nnc(-c4ccc(F)cc4)c-3cn(Cc3ccc(C)cc3)c2cc1OC	-84	1.2	3.4	4.6	7	-10	-4	0.0	-7	x
CCOc1cc(/C=N/Nc2ncc(C)c(=O)[nH]2)ccc1O	x	-0.6	0.8	-1.6	25	3	-5	0.2	-25	11
CN1C(=O)C2CN(CCc3ccccc3)CNC2N(C)C1=O (centres undefined)	4	-1.1	1.3	1.9	6	1	-4	0.0	-6	-6
CCC12CN3CC(CC)(CN(C1)C3c1ccccc1Cl)C2O (centres undefined)	1	0.6	2.5	1.0	10	3	-10	-1.0	-10	-2
Cc1cc([N+](=O)[O-])nn1CC(=O)NNC(=S)Nc1ccc([N+](=O)[O-])cc1	3	1.1	1.2	2.0	14	0	-6	-1.5	-14	x
CC(OC(=O)c1cccc(S(=O)(=O)N2CCOCC2)c1)C(=O)NC1CCCCC1C (centres undefined)	-2	2.1	2.3	0.1	-8	2	-1	-1.2	8	-2
COc1cc2c(cc1OC)C(C)N(C(=O)c1cccc([N+](=O)[O-])c1)CC2 (centres undefined)	-10	0.8	0.8	0.3	1	-1	2	1.0	-1	-1
CSc1n[nH]c(/N=C/c2oc(O)c3ccccc23)n1	-7	0.4	5.9	-1.6	3	-1	-9	0.5	-3	2
CC1CCN(C(=O)C2CCN(S(=O)(=O)c3cccc4cccnc34)CC2)CC1	-4	-0.2	0.9	1.3	7	-1	0	-2.5	-7	-2
O=C(NCc1ccncc1)c1cccc(F)c1	-4	1.8	2.8	0.8	5	x	-2	-1.1	-5	x
CC(C)(C)n1cc(S(=O)(=O)c2ccccc2)[nH]c1=O	-6	1.1	2.3	2.0	2	0	4	-2.4	-2	1
Cc1ccc2c(c1)N(C(=O)CCC(=O)N1CCC(C(N)=O)CC1)CC(C)O2 (centres undefined)	-2	1.9	0.8	-0.8	-10	2	1	0.3	10	x
c1ccc2[nH]c(CCCCc3nc4ccccc4[nH]3)nc2c1	-14	2.5	-0.6	1.0	47	1	-1	-1.3	-47	-7
Cc1cccc(NC(=S)N2CCN(C(=O)c3ccco3)CC2)c1C	-4	0.4	1.7	3.0	8	0	-8	-0.2	-8	-2
O=C(NNC(=O)c1cccnc1)Nc1ccc(Cl)c(Cl)c1	10	2.3	1.6	-0.2	-3	-2	2	-5.5	3	-2
SMILES	MITF act	Ecoli viability	phage Ecoli inh	AddAB inh	SR-BI uptake up	Wnt bcat act	Tat export inh	CAL PDZ FP-1	SR-BI DiI inh	CAL PDZ FP-2
CCOC(=O)CCNC(=O)N1CCCC(N(C)CCc2ccc(OC)c(OC)c2)C1 (centres undefined)	-2	1.2	0.9	2.3	4	0	-1	x	-4	0
CC1CCCC2(C1)NC(=S)c1c(sc3c1CCCC3)N2 (centres undefined)	1	-1.6	2.0	2.3	5	0	-6	1.0	-5	9
COc1ccc(NC(=O)C2CCCN(S(=O)(=O)c3c(C)n[nH]c3C)C2)c(OC)c1 (centres undefined)	-2	2.1	-0.2	0.9	-16	-4	8	-1.2	16	-6
CC1=C(C)CC(C(=O)N2CCN(C/C=C/c3ccccc3)CC2)C(C(=O)O)C1 (centres undefined)	6	1.5	2.6	2.0	6	-1	-2	-0.2	-6	-5
Fc1ccccc1N1CCN(C(c2cccs2)c2nnnn2CCc2ccccc2)CC1 (centres undefined)	9	-1.9	3.0	0.0	-36	x	7	-1.5	36	-4
CCOC(=O)c1ccc(NC(=O)CN2C(=O)C(CC)SC(CC)C2=O)cc1 (centres undefined)	7	-1.8	3.7	5.2	-44	x	2	-0.1	44	-7
OC1(Cc2ccccc2)CCNCC1	x	-1.2	3.5	0.8	x	0	x	x	x	x
COC(=O)c1c(NC(=O)CCN2CCOCC2)sc2c1CCCC2	-8	-0.9	2.8	-2.5	-1	0	u	-1.2	1	x
CC(C)CC(=O)N1CCC(O)(CS(=O)(=O)Cc2ccc(Cl)cc2)CC1	x	2.2	4.0	0.9	6	8	-1	-0.7	-6	-5
O=C(O)c1ccc(COc2ccc(/C=N/NC(=O)c3cccs3)cc2)cc1	-1	-3.1	x	-1.4	14	13	18	-3.7	-14	x
Cc1ccc(NC(=O)COC(=O)c2ccc3c(=O)n4c(nc3c2)CCC4)c(Br)c1	3	0.2	1.9	3.9	21	2	-1	-0.3	-21	-1
Cc1cc(C)c2c(N)c(-c3nc4ccccc4[nH]3)sc2n1	15	0.2	2.8	4.2	5	x	11	-0.3	-5	3
COc1ccc(-n2c(=O)c3c4c(sc3n(CC(=O)Nc3cc(C)[nH]n3)c2=O)CCC4)c(OC)c1	-11	-2.6	1.4	0.2	x	-1	-2	-2.0	x	x
CC(C)N(Cc1ccccc1)C(=O)COC(=O)C1CCN(S(=O)(=O)c2ccc3c(c2)OCCO3)CC1	-2	0.4	2.9	1.6	1	2	12	-1.2	-1	-1
CCOC(=O)c1cc(-c2nnc(-c3cc(OC)c(OC)c(OC)c3)o2)c(C)nc1C	x	2.2	3.6	0.5	-63	-1	-6	-2.1	63	-2
O=C(NC(=S)NCc1ccc2c(c1)OCO2)c1ccccc1	-5	0.9	2.1	1.7	40	-1	24	0.4	-40	x
Cc1ccc(NC(=O)CN(C)C(=O)COC(=O)c2oc3ccccc3c2C)cc1	13	-0.5	0.0	0.4	-38	5	9	-0.2	38	-3
C/C(=N\NC(=O)Cn1nc(C)c(Br)c1C)c1cccs1	2	-0.3	0.4	7.8	-6	-2	-12	-3.9	6	-4
Cc1ccc(N2C(=O)CC(Sc3ncn[nH]3)C2=O)cc1 (centres undefined)	x	-2.8	1.9	-0.5	13	x	-3	0.3	-13	x
C=CCN(C(=O)c1csnn1)C(C(=O)NC1CCCCC1)c1ccccc1F (centres undefined)	0	-0.9	1.7	3.8	14	-1	6	-0.1	-14	-6
C=CCn1cnc2scc(-c3ccc(C)c(C)c3)c2c1=O	4	-3.3	5.5	1.2	-27	-2	1	-2.0	27	-1
Cn1ccsc1=NC(=O)c1ccccc1OC(F)F	6	0.2	1.6	4.2	1	1	1	0.6	-1	-2
COC(=O)c1c(NC(=O)COC(=O)c2ccc(C)s2)sc2c1CCCCC2	5	-0.4	2.9	3.1	8	-2	-7	-1.6	-8	-5
COc1ccc(CC(=O)n2nc(-c3cccnc3)nc2N)cc1	x	-0.4	1.2	-1.7	-1	5	-3	x	1	-7
COC(=O)C1=C(C)NC2=C(C(=O)CC(C)(C)C2)C1c1cccc(C)n1 (centres undefined)	-1	-1.9	-0.9	0.7	19	x	2	-0.4	-19	6
SMILES	MITF act	Ecoli viability	phage Ecoli inh	AddAB inh	SR-BI uptake up	Wnt bcat act	Tat export inh	CAL PDZ FP-1	SR-BI DiI inh	CAL PDZ FP-2
Cc1ccc(N/N=C2/CCCNC2=O)cc1	x	-1.4	4.8	4.0	4	1	-7	0.1	-4	x
N#CC1=C(N)NC(SCC(=O)Nc2ccccc2)=C(C#N)C12CCCC2	x	0.5	5.7	1.2	-3	2	5	-1.9	3	x
CC(C)(C)c1ccc(C(=O)NCc2nnc(SCC(=O)NCc3ccco3)o2)cc1	-7	-0.3	-0.6	2.4	1	1	-1	8.6	-1	-2
CN(C)CCCNC(CC(=O)Nc1cccc([N+](=O)[O-])c1)C(=O)O (centres undefined)	11	0.5	2.5	3.4	9	-1	5	-1.7	-9	-2
O=[N+]([O-])c1cc(C(F)(F)F)ccc1NCCc1c[nH]c2ccccc12	9	1.2	2.0	3.7	2	-9	-4	-0.2	-2	-1
CC1(C)CC(=O)C=C(Nc2ccc(Cl)cc2)C1	13	-0.7	1.8	0.6	13	2	-3	-1.1	-13	9
N#CC1=C2SCN(c3ccccc3)CN2C(=O)CC1c1cccs1 (centres undefined)	x	-2.6	2.0	1.2	-1	2	-3	0.1	1	0
CN(C(=O)c1cccc(NC(=O)Cc2cccc(NC(=O)C3CCN(C(=O)CCc4ccccc4)CC3)c2)c1)C1CC1	-5	x	0.3	x	-9	-1	1	-0.9	9	-4
COc1ccccc1N(C(=O)c1snc(C(N)=O)c1N)C(C(=O)NCc1ccccc1)c1ccc(C)o1 (centres undefined)	x	x	1.1	x	x	2	1	-3.0	x	-1
COc1ccc(C(CC(=O)N2CCCCC2)c2c(OC)cc(OC)c3ccc(=O)oc23)cc1 (centres undefined)	2	-0.2	4.1	5.3	-9	1	-1	0.2	9	-1
CNC(=S)N(CCc1c(C)[nH]c2ccc(C)cc12)Cc1cc(OC)c(OC)c(OC)c1	x	-1.9	-0.3	0.6	-44	-3	2	-1.2	44	x

Of the compounds above, 2 have bromine.
SMILES	MITF act	Ecoli viability	phage Ecoli inh	AddAB inh	SR-BI uptake up	Wnt bcat act	Tat export inh	CAL PDZ FP-1	SR-BI DiI inh	CAL PDZ FP-2
Cc1ccc(NC(=O)COC(=O)c2ccc3c(=O)n4c(nc3c2)CCC4)c(Br)c1	3	0.2	1.9	3.9	21	2	-1	-0.3	-21	-1
C/C(=N\NC(=O)Cn1nc(C)c(Br)c1C)c1cccs1	2	-0.3	0.4	7.8	-6	-2	-12	-3.9	6	-4
